PMI act hi M6P = human PMI activators, high substrate, primary screen, biochemical, fluorescence intensity, near-saturating mannose 6-phosphate | Mannose-6-phosphate isomerase (Homo sapiens), P34949 | coupled PMI enzyme assay, resazurin fluorescence, 20 min; stronger effect = higher value; 1 = untreated enzyme, 0 = substrate-free blank | activation factor at 20 µM | 190,000 tested, 0.34% active;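 active = activation factor of 2 or more at 20 µM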
Target sequence (P34949 whole entry, looked up): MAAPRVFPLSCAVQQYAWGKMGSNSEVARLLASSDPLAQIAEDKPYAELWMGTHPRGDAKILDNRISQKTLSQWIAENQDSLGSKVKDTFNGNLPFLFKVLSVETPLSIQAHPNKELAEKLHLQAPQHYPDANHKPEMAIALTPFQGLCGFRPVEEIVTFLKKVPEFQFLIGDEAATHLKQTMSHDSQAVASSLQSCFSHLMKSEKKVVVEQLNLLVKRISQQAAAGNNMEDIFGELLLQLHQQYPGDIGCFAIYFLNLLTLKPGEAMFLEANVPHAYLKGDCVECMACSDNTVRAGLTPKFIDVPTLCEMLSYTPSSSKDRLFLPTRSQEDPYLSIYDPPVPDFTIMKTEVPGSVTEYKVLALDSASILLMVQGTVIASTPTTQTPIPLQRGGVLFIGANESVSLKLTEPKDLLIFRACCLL
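Test system: Human PMI in coupled enzyme assay | Input: 15 ng/mL PMI | Medium: HEPES-buffered pH 7.4 with magnesium and detergent | Compound: One concentration, 20 µM, in 1% DMSO | Incubation: Enzyme reaction with compound 20 min at room temperature | Detection: Diaphorase-driven resazurin-to-resorufin fluorescence, excitation 544, emission 590 nm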
Redox H2O2 prof = compounds producing H2O2 with reducing agent – biochemical, NIH compound library profiling, artefact control for MLSCN library redox annotation, primary screen; activation, % at 10 µM; AID 878, 2007; 200,000 tested, 0.03% active; DTT-dependent redox cycling H2O2, phenol red/HRP absorbance; 100% = 100 µM peroxide control, 0% = buffer;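 active = activation of at least 50% relative to the plate's high and low controls in the primary single-dose screen; inactive = activation below 50%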;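 note: compound incubated with DTT at 0.8 mM final as the reducing agent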
Diaph inh CS = diaphorase inhibitors and chemical oxidizers, primary screen, counter-screen for diaphorase-coupled primary assays, biochemical, uHTS, resorufin fluorescence | diaphorase resazurin-to-resorufin fluorescence, NADH, 16 min; bacterial (C. kluyveri) enzyme, not human | inhibition, % at 20 µM | 190,000 tested, 0.69% active;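 active = primary screen inhibition at 20 µM above a set limit, cut at about 50% in these data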;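 note: plate controls were DMSO with full reaction for no effect and wells lacking NADH for full effect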
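Test system: Clostridium kluyveri diaphorase enzyme / Quantity: diaphorase at 0.14 U/mL in enzyme working solution / Incubation: 16-min room-temperature incubation before reading / Benchmarks: NADH-free wells as positive control, DMSO-only neutral wells / Signal: resorufin fluorescence 544/590 nm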
Hsp70 act = Hsp70 transcriptional activators, primary screen, cell-based, HeLa, Hsp70 promoter luciferase, luminescence, 10 µM; activation, % at 10 µM; 200,000 tested, 0.04% active; HeLa Hsp70 promoter luciferase reporter; scaled: vehicle 0, proteasome-inhibitor control 100%; AID 1203, 2008;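 active = activation above the mean across all tested compounds plus 3 SD, cutoff set per campaign, cut at about 5.5% in these data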;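 note: 100% = MG132 at 30 µM as the positive control and 0% = DMSO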
RAM network inh = inhibitors of the yeast RAM network, primary screen, dse1pr::URA3 reporter, 5-FOA selection; 190,000 tested, 1.8% active; S. cerevisiae dse1pr::URA3 reporter, 5-FOA growth OD615, 2 d; analog-sensitive cbk1-as2 kinase mutant strain; inhibition, % at 50 µM; AID 868, 2007;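 active = inhibition above a set limit, 3 SD over mean compound inhibition, cut at about 8.4% in these data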;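 note: 0% = DMSO-only wells with no growth and 100% = 10 µM 1-NA-PP1 full growth; inhibition rescues growth on 5-FOA so higher OD means more RAM inhibition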
Diaphorase act = compounds boosting diaphorase resazurin reduction – biochemical, uHTS, resorufin fluorescence, counter-screen for diaphorase-coupled primary assays, primary screen | Diaphorase/resazurin coupled assay, 16 min; stronger effect = higher value; 1 = vehicle wells, 0 = NADH-free wells | activation factor at 20 µM | 190,000 tested, 0.005% active;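 active = diaphorase activity raised at least twofold by the compound at 20 µM; inactive = activation factor below 2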
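Test system: Clostridium kluyveri diaphorase, purified enzyme. Buffer or medium: 50 mM HEPES pH 7.4 buffer plus MgCl2 and Tween 20. Also added: 0.114 mM NADH and 0.1 mM resazurin, final amounts. Dosing: compound 20 µM once, DMSO 1%. Schedule: 16 min enzyme reaction, ambient temperature. Detection: fluorescence of resorufin, 544 nm excitation, 590 nm emission.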
PMI act = activators of human PMI, primary screen, biochemical, fluorescence intensity, near-Km mannose 6-phosphate | purified human PMI, coupled resazurin fluorescence, 20 min; stronger effect = higher value; 1 = vehicle control, 0 substrate-free wells | activation factor at 20 µM | 190,000 tested, 0.005% active | AID 1214, 2008;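 active = activation factor of 2 or more at 20 µM, relative to plate controls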
S1P3 antag = S1P3 receptor antagonists, primary screen, cell-based; CHO S1P3 NFAT-BLA reporter, FRET fluorescence, antagonist mode; inhibition, % at 4.98 µM; AID 485, 2006; 170,000 tested, 0.27% active;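 active = inhibition above the plate cutoff, the mean inhibition of test wells on that plate plus 3 SD, cut at about 28% in these data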;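 note: cells challenged with S1P at its EC80 of 0.8 µM; blue over green emission ratio from cleaved BLA substrate after 4 h stimulation; 0% = S1P-stimulated wells and 100% = unstimulated DMSO-only wells; some compounds past the cut are filed as inactive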
Target sequence (Q99500 whole entry, looked up): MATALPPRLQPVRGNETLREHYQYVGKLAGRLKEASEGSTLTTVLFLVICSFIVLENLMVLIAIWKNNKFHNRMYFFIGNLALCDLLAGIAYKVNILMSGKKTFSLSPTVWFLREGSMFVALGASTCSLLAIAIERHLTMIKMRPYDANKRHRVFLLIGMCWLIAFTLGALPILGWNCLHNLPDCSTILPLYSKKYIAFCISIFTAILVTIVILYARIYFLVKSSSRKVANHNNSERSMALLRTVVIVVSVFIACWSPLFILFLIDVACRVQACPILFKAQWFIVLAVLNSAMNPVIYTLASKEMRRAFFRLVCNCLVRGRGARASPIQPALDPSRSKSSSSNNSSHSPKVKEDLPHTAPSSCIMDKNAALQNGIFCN
G6PDH CS = L. mesenteroides G6PDH inhibitors, counter-screen for G6PDH-coupled screening assays, biochemical, Leuconostoc mesenteroides enzyme; inhibition, % at 5 µM; Purified L. mesenteroides G6PDH, diaphorase/resazurin coupled fluorescence, 45 min; 200,000 tested, 0.12% active; AID 1020, 2008; glucose-6-phosphate dehydrogenase [Leuconostoc mesenteroides]
TLR4 MyD88 comp = inhibitors of TLR4-MyD88 association in cells, primary screen, cell-based, HeLa CL3-4, BLA complementation, FRET ratio. HeLa CL3-4 TLR4/MyD88 BLA complementation. inhibition, % at 8.4 µM. 200,000 tested, 0.18% active. AID 861, 2007; in the data active = inhibition above about 25%;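 note: 0% = vehicle and 100% = reference inhibitor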
L major viab = Leishmania major promastigote growth inhibition, primary screen | 200,000 tested, 9% active | Leishmania major promastigotes, resazurin fluorescence viability | inhibition, % at 10 µM;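 note: promastigotes grown with compound for 44 hours at 28 °C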
Starred values were filed as active, the others as inactive; / = no result given. Cut-off read from the data, not from the text of the source, unless noted: active = inhibition above about 50%; inactive = the rest.

SMILES | PMI act hi M6P | Redox H2O2 prof | Diaph inh CS | Hsp70 act | RAM network inh | Diaphorase act | PMI act | S1P3 antag | G6PDH CS | TLR4 MyD88 comp | L major viab
COc1ccc(NC(=S)N(CCc2c(C)[nH]c3ccc(C)cc23)Cc2cccnc2)cc1 | 0.9 | 0.7 | 41 | 0.0 | 0.1 | 0.6 | 0.9 | 14 | 15 | 5 | 100*
CCOC(=O)C(CCCOc1ccc(C(C)CC)cc1)C(=O)OCC (stereo not drawn) | 1 | 0.2 | 18 | -0.3 | 0.0 | 0.8 | 1 | / | -3 | -2 | -2
CN(C)CC(C)(C)CNS(=O)(=O)c1ccc(Cl)cc1 | 1.1 | 0.0 | 4 | -0.4 | 0.7 | 1 | 1.2 | -4 | -3 | -14 | 5
CCOCCCNC(=O)c1ccc2c(=O)n(Cc3ccc(OC)cc3)c(=O)[nH]c2c1 | 1 | 0.7 | 1 | -0.3 | 3.7 | 1 | 1 | -12 | 6 | 7 | -6
S=C(NCCN1CCOCC1)Nc1cccc2ccccc12 | 0.9 | 0.0 | 14 | -0.4 | -0.3 | 0.9 | 1 | 3 | 2 | 0 | 67*
COc1ccc(-n2c(CNc3ccc(C)cc3)nnc2SCC(=O)Nc2nc(-c3ccccc3)cs2)cc1 | 1.1 | -4.9 | 0 | -0.1 | 3.6 | 1 | 1.1 | / | -4 | 8 | 2
O=C(O)CCCC(=O)N1CC(=O)Nc2ccccc21 | 1 | 1.3 | 0 | 0.1 | 0.0 | 1 | 1 | -25 | 2 | 10 | 4
COC(=O)CC(N)c1ccc(Br)cc1 (stereo not drawn) | 1.1 | -1.1 | -7 | -0.5 | 0.9 | 1.1 | 1.2 | -15 | 5 | -2 | -5
CCS(=O)(=O)N1CCN(c2ccccc2F)CC1 | 1 | 1.9 | 19 | -0.5 | -0.7 | 0.8 | 1 | 0 | -4 | 6 | -2
O=C(CNC(=O)/C(=C/c1ccccc1)NC(=O)c1ccc(Br)cc1)OCc1ccccc1 | 0.8 | 0.0 | 18 | -0.3 | 3.1 | 0.8 | 0.8 | 3 | -1 | 16 | -2
O=C(N1CCOCC1)N1CCCN(C(=O)N2CCOCC2)CC1 | 1 | -0.7 | 2 | 0.1 | 2.0 | 1 | 0.9 | 2 | 14 | 6 | 0
O=C(CNS(=O)(=O)c1c(Cl)cccc1Cl)OCC(=O)N1CCN(c2ccccc2)CC1 | 1 | -0.1 | 17 | -0.5 | 3.2 | 0.8 | 1 | 1 | 10 | 7 | 25
CC(=O)c1cccc(NC(=O)c2c(F)c(F)c(F)c(F)c2F)c1 | 0.9 | -0.9 | 18 | -0.5 | 0.8 | 0.8 | 1 | -1 | 10 | -5 | 37
Cc1ccc(NC(=O)c2ccc(Cl)c(N3C(=O)C=CC3=O)c2)cc1 | 1.9 | 1.2 | 4 | 0.5 | -0.2 | 1 | 1.3 | / | -2 | 19 | 1
CCC(c1nnc(SCC(=O)Nc2nnc(-c3ccccc3)o2)n1Cc1ccccc1)N(C)C (stereo not drawn) | 1 | -0.4 | 11 | -0.3 | 0.8 | 0.9 | 1 | -24 | 6 | -4 | -6
CC1=C(C(=O)OCc2ccc3c(c2)OCO3)C(c2ccc(F)cc2)NC(=O)N1 (stereo not drawn) | 1 | 1.4 | 17 | 0.5 | 0.9 | 0.8 | 1.1 | 52 | 5 | 7 | 21
O=C(O)c1ccc(Nc2cc(Cl)c3nonc3c2[N+](=O)[O-])cc1 | 0.7 | 1.1 | 22 | 0.0 | -0.6 | 0.8 | 1 | 0 | 5 | 11 | -8
Cc1ccc(-c2nnc(Nc3ccc4c(c3)OCO4)c3ccccc23)cc1S(N)(=O)=O | 0.8 | -0.1 | 21 | -0.4 | 2.2 | 0.8 | 0.8 | -11 | -22 | -7 | 22
Cc1ccc(N=C/C(C(=O)C(F)(F)F)=C(\O)c2ccco2)cc1Cl | 1.1 | 0.3 | 9 | 0.1 | 2.9 | 0.9 | 1.1 | 0 | -15 | 2 | -5
Cc1c(Br)c([N+](=O)[O-])nn1CCCC(=O)Nc1c(C)n(C)n(-c2ccccc2)c1=O | 1.1 | -0.4 | -1 | -0.1 | 2.4 | 1 | 1.1 | 3 | 7 | -6 | -6
O=S(=O)(/N=C(/Nc1ccc(Cl)cc1Cl)c1ccccc1)c1cccs1 | 1.1 | -1.3 | -17 | 0.3 | 2.8 | 1.2 | 1 | 9 | 14 | 2 | 10
COc1ccc(CNC(=O)COC(=O)C2CC3C=CC2C3)cc1 (stereo not drawn) | 1.1 | 0.3 | -8 | -0.4 | 0.1 | 1.1 | 1 | -14 | -4 | 8 | -5
Cc1ccc(NC(=O)C2CCN(c3cnccn3)CC2)cc1C | 1.2 | -1.0 | -23 | -0.2 | -1.0 | 1.2 | 1.1 | -10 | 26 | 1 | 89*
CCCCC(=O)Nc1nc2ccc3nc(C)sc3c2s1 | 1 | -1.2 | 11 | -0.1 | 2.5 | 0.9 | 1.1 | -10 | 13 | -6 | 7
O=C(NCCC1=CCCCC1)C1CCN(S(=O)(=O)c2cccc3nonc23)CC1 | 1.1 | 0.8 | 4 | -0.3 | 3.6 | 1 | 1 | / | 6 | 2 | -2

Some of these compounds in order of length of the SMILES, descending.
SMILES | PMI act hi M6P | Redox H2O2 prof | Diaph inh CS | Hsp70 act | RAM network inh | Diaphorase act | PMI act | S1P3 antag | G6PDH CS | TLR4 MyD88 comp | L major viab
Cc1c(Br)c([N+](=O)[O-])nn1CCCC(=O)Nc1c(C)n(C)n(-c2ccccc2)c1=O | 1.1 | -0.4 | -1 | -0.1 | 2.4 | 1 | 1.1 | 3 | 7 | -6 | -6
Cc1ccc(-c2nnc(Nc3ccc4c(c3)OCO4)c3ccccc23)cc1S(N)(=O)=O | 0.8 | -0.1 | 21 | -0.4 | 2.2 | 0.8 | 0.8 | -11 | -22 | -7 | 22
O=C(O)c1ccc(Nc2cc(Cl)c3nonc3c2[N+](=O)[O-])cc1 | 0.7 | 1.1 | 22 | 0.0 | -0.6 | 0.8 | 1 | 0 | 5 | 11 | -8

The listing continues:
SMILES | PMI act hi M6P | Redox H2O2 prof | Diaph inh CS | Hsp70 act | RAM network inh | Diaphorase act | PMI act | S1P3 antag | G6PDH CS | TLR4 MyD88 comp | L major viab
COc1ccc(N2CC(NC(=O)NCC(C)C)CC2=O)cc1 (stereo not drawn) | 0.9 | -0.2 | 11 | -0.3 | 1.2 | 0.9 | 0.8 | 0 | 7 | -10 | -5
CC(=O)CCc1ccc(OCC(O)CNC2CCCc3ccccc32)cc1 (stereo not drawn) | 1 | -0.1 | 14 | -0.1 | 0.7 | 0.9 | 0.8 | -21 | -5 | 5 | 18
Cc1ccc(OCc2nc(-c3cccnc3)no2)cc1C | 1 | -0.3 | 8 | -0.4 | 0.0 | 0.9 | 1 | -6 | 6 | 6 | -8
O=C(COc1ccccc1)N/N=C/c1ccc([N+](=O)[O-])o1 | 0.8 | -0.1 | 23 | -0.2 | 1.5 | 0.8 | 1 | -5 | -13 | -4 | 100*
O=C(NCc1ccccn1)c1ccc(Cl)c(S(=O)(=O)Nc2ccccc2C(=O)NCc2ccccn2)c1 | 1.3 | -0.4 | 0 | -0.3 | 2.1 | 1 | 1.1 | 7 | -15 | -1 | -9
O=C(NCc1ccc(N2CCCC2=O)cc1)Nc1cccc(Cl)c1 | 1 | 1.2 | -6 | -0.3 | 5.7 | 1.1 | 1 | 7 | 5 | 0 | 21
COc1ccc(Cl)cc1NC(=O)C12CCC(C)(C(=O)O1)C2(C)C (stereo not drawn) | 1 | 1.3 | 16 | -0.2 | 1.3 | 0.8 | 1 | / | 1 | 11 | 7
Cc1nc2sc(C(c3cccc(F)c3)N3CCCCC3)c(O)n2n1 (stereo not drawn) | 0.9 | 0.7 | 12 | -0.3 | 2.1 | 0.9 | 0.9 | -5 | 13 | -14 | 0
N#CCCN1CCN(C(=O)c2c(N)no[n+]2[O-])CC1 | 0.9 | 0.2 | 14 | -0.2 | -0.4 | 0.9 | 1 | -2 | -2 | -7 | -8
CCOC(=O)Nc1sc2c(c1C(N)=O)CCC(C)C2 (stereo not drawn) | 1.1 | -0.8 | -8 | -0.3 | 2.6 | 1.1 | 1.1 | -4 | 4 | -21 | -4
CS(=O)(=O)N(CCc1ccccc1)CC(=O)N1CCCCC1 | 1 | -2.4 | 5 | -0.3 | 2.3 | 0.9 | 0.9 | 2 | -8 | -2 | 31
O=C(O)c1ccc(/C=N/N2CCN(Cc3ccccc3)CC2)cc1 | 1 | 0.0 | -2 | -0.3 | 0.4 | 1 | 1 | -1 | 5 | -7 | -2
O=C(Nc1cc2c(cc1Cl)OCCCO2)c1ccco1 | 1.1 | 0.0 | 2 | 0.2 | 1.3 | 1 | 1.1 | -3 | 6 | 1 | -5
Cc1cc(C)c(S(=O)(=O)Nc2ccccc2-c2ccccc2)c(C)c1 | 0.8 | 0.3 | 23 | -0.4 | -1.3 | 0.8 | 0.7 | -40 | 15 | -8 | 32
CCN(Cc1ccccc1)C(=O)C(C)OC(=O)c1cc(S(=O)(=O)Nc2c(C)n(C)n(-c3ccccc3)c2=O)ccc1C (stereo not drawn) | 0.9 | 0.1 | 13 | -0.4 | 2.8 | 0.9 | 1.1 | -3 | -3 | -4 | 2
COC(=O)c1ccc(Oc2ccc3nnc(C)n3n2)cc1 | 1 | -0.8 | 8 | -0.2 | 1.1 | 0.9 | 1.1 | 7 | 5 | 4 | -2
CCn1cnc2cc(NCc3cccc(OC)c3O)ccc21 | 0.9 | 0.8 | 11 | -0.2 | 1.1 | 0.9 | 0.9 | 15 | 10 | -17 | 40

Compound activity from PubChem BioAssay.
